Assay outcomes: PubChem, several laboratories
NR2E3 ag-1: inhibitors of NR2E3-RetCOR corepressor binding, primary screen, NR2E3 agonist project, biochemical, TR-FRET, GST-NR2E3, biotin-RetCOR; inhibition of corepressor binding, % at 4.78 µM; AID 2300, 2010; 0.12% of 320,000 active; Photoreceptor-specific nuclear receptor (Homo sapiens), Q9Y5X4; 1536-well;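 active = percent inhibition above the cutoff of mean plus 3 SD of all tested compounds, set per screening campaign, cut at about 20% in these data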;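 note: 0% = DMSO wells and 100% = biotin wells as full block of FRET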
Target sequence (Q9Y5X4 whole entry, looked up): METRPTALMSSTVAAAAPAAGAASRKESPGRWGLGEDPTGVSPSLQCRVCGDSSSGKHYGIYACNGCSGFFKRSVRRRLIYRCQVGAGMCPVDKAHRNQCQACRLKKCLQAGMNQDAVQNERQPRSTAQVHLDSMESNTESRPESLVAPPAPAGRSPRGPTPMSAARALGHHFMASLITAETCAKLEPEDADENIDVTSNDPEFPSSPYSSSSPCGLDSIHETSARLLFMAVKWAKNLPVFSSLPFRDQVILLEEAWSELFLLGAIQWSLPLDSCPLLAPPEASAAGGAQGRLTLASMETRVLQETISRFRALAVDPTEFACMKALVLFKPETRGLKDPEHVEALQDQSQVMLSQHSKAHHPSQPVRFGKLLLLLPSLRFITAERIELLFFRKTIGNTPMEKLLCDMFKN
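System: GST-NR2E3 and biotin-RetCOR proteins; probe or stimulus: 7 nM biotin-RetCOR; doses: compound at 4.8 µM, single dose; schedule: Compound–protein incubation for 5 h at 4 °C; detection: time-resolved FRET; read-out: percent inhibition; controls: biotin wells as high control, 0.6% DMSO wells as low control; format: 1536-well plates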
Peg3 promoter: Peg3 promoter-driven luciferase inhibitors, primary screen, cell-based, HeLa, luciferase luminescence | HeLa PEG-Prom luciferase reporter, overnight | 1.7% of 360,000 active | inhibition, % at 20 µM;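 active = inhibition of at least 50% at 20 µM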
MITF TRPM1 inh: inhibitors of MITF-dependent TRPM1 promoter reporter, primary screen, cell-based, SK-MEL-5, single point, luciferase. AID 488899, 2010. SK-MEL-5 TRPM1 promoter luciferase, 24 h. 0.83% of 330,000 active. inhibition, % at 12.5 µM;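 active = mean inhibition across replicates of 60% or more, whatever share of single replicates reaches that level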; note: values of inactives mirror those of a sister screen read the other way
KKLEB tox: cytotoxicity in KKLEB CF airway cells, primary screen, cytotoxicity control for CF NF-kB inhibitor project, cell-based, uHTS, fluorescence assay plates; AID 602141, 2011; KKLEB CF airway cells viability, ATPlite luminescence, overnight; hits give low values; cells stimulated with P. aeruginosa culture filtrate; activity change (cytotoxicity), % at 5 µM; 0.36% of 360,000 active;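 active = corrected activity change at or below -50% at 5 µM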
NR2E3 ag-2: NR2E3 agonists in two-hybrid cells, primary screen, cell-based, luminescence, CHO-S, Gal4-NCOR/VP16-NR2E3; 0.35% of 360,000 active; luciferase; AID 602229, 2012; inhibition of corepressor binding, % at 3.98 µM;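 active = inhibition above the mean of all tested compounds plus 3 SD, cut at about 70% in these data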;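 note: 0% = DMSO with NR2E3 transfected cells and 100% = cells lacking NR2E3 construct; higher means lower luciferase signal from less NR2E3 corepressor binding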
TWEAK-Fn14 inh: inhibitors of TWEAK-Fn14 signaling, primary screen, luciferase reporter cells, uHTS; 2% of 360,000 active; TWEAK-stimulated Fn14 reporter cells, luciferase luminescence, 8 h; inhibition, % at 10 µM; in the data active = inhibition above about 50%
aDG glyco up: activators of alpha-DG glycosylation, primary screen, uHTS, Pro5-aDG cells, AlphaScreen | activation, % at 10 µM | 0.22% of 360,000 active | alpha-DG glycosylation AlphaScreen (IIH6); 0% Pro5, 100% B10-LARGE cell signal;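 active = activation of at least 8% versus controls, or a plate z-score of at least 8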;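 note: Pro5 are CHO cells carrying HIG-tagged alpha-DG that lacks glycosylation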
hiPSC survival: enhancers of single-cell hiPSC survival, primary screen, ATPlite luminescence | 100% = ROCK inhibitor wells, 0% = DMSO | survival enhancement, % at 20 µM | 0.044% of 360,000 active | AID 602274, 2012; in the data active = survival enhancement above about 18%;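 note: cells exposed to compounds for 16 hours before the ATP read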
HIF-2a inh: HIF-2a reporter inhibitors, primary screen, luminescence, 786-0 RCC cells. 786-0 RCC cells HIF-2a reporter, luciferase luminescence, overnight. inhibition, % at 18.8 µM. 0.72% of 360,000 active. AID 624352, 2012;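 active = inhibition of the luminescence signal of 40% or more relative to plate controls, in a single-dose primary screen at 18.75 µM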
Shn3 inh set2: reduction of Shn3 3'UTR firefly luciferase signal, primary screen, Schnurri-3 inhibitor project, cell-based, Clone20 osteoblasts, set 2; 0.52% of 360,000 active; AID 588674, 2011; inhibition, % at 12.5 µM; Clone20 osteoblast Shn3 3'UTR firefly luciferase, 24 h;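 active = mean inhibition of at least 75% with every replicate also reaching 75%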;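 note: 0% = median of neutral control wells and 100% = pilot-screen positive control compound; some compounds past the cut are filed as inactive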
CF NFkB block: inhibitors of PAF-induced NF-kB signaling, primary screen, cell-based, GFP fluorescence, uHTS; 0.86% of 360,000 active; inhibition, % at 5 µM; KKLEB NF-kB-GFP reporter, GFP fluorescence overnight;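 active = at least 50% inhibition at 5 µM, scaled per plate between neutral and stimulator controls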;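 note: PAF is a Pseudomonas aeruginosa culture filtrate used as stimulus; plate controls were PAF-stimulated DMSO wells for no effect and unstimulated DMSO wells for full effect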
Active calls of the source: *; / = no result given.

SMILES	NR2E3 ag-1	Peg3 promoter	MITF TRPM1 inh	KKLEB tox	NR2E3 ag-2	TWEAK-Fn14 inh	aDG glyco up	hiPSC survival	HIF-2a inh	Shn3 inh set2	CF NFkB block
O=C(CSc1ccc2nnc(-c3ccc(F)cc3)n2n1)NCc1ccco1	2	8	4	-8	1	14	-0.1	2.7	9	-11	4
O=C(Cn1ccc2ccccc2c1=O)NCCC(=O)Nc1cccnc1	1	8	2	5	-15	3	-0.2	-0.7	4	-15	1
CC1CCCN(c2ccc(C(=O)NCC3CCCO3)cn2)C1 (stereo not drawn)	-3	-126	-54	5	-38	-22	-0.2	-0.3	-198	-3	12
Cc1ccc(-n2c(O)c(C=Nc3ccccc3-c3n[nH]c(=S)[nH]c3=O)c3ccccc3c2=O)c(C)c1	-1	17	-1	-14	-15	36	-0.6	1.5	43*	9	2
CC(NS(=O)(=O)c1ccc(F)cc1)C(c1cccs1)N1CCN(C)CC1 (stereo not drawn)	2	0	-7	-5	-4	7	0.0	-1.2	10	9	-6
CCc1ccc(OCCSc2nc3ccccc3n2CCC(=O)O)cc1	0	14	3	-8	-9	-6	0.0	1.1	9	9	-13
Cc1ccc(C)n1-c1ccsc1C(=O)CC#N	5	16	-2	-1	5	1	0.0	0.2	12	-15	-30
COC(=O)/N=C/c1c(NCc2ccccc2)nc2c(C)cccn2c1=O	8	1	13	2	-35	-48	1.2	-0.5	-2	12	-40
Cc1cccc(C(=O)N2CCN(c3ccccn3)CC2)c1	2	-4	0	5	-7	-11	-0.2	0.2	-16	-3	-2
COc1ccccc1Cn1c(=S)[nH]c2cc(C(=O)NCCN3CCOCC3)ccc2c1=O	0	14	-1	16	-25	-5	-0.2	4.2	2	5	10
CCCCNC(=O)c1ccc2nc(CC)c(N(C)Cc3ccc(OC)cc3)n2c1	/	27	/	-9	5	-6	0.5	-1.2	1	-5	26
CC[C@H](C)C(=O)N[C@H]1CCCN1C(=O)/C=C/c1ccccc1	1	-3	-6	-20	-15	3	-0.5	-2.6	10	1	18
O=C1CCC(=O)N1CC(=O)N1CCCc2ccccc21	6	24	15	6	2	1	0.0	1.0	4	-9	13
C[C@@H]1NS(=O)(=O)[C@H]2C[C@@H]3C=C[C@]2(O3)[C@H]1OC(=O)Nc1ccc(C(F)(F)F)cc1[N+](=O)[O-]	1	-8	1	-6	21	-15	-0.1	-0.5	4	11	17
c1ccc(-c2ccc3c(c2)c2c4n3CCN=C4CCC2)cc1	2	-8	-17	6	-20	-15	0.3	-1.0	-47	1	-30
O=C(c1ccccc1)n1ccc(-c2cccs2)n1	3	-11	7	-5	-20	-9	0.0	-0.6	-7	0	3
O=c1[nH]c(CN2CCN(CCO)CC2)nc2ccccc12	0	-3	15	-6	-2	7	0.3	-0.4	15	-8	4
CCNC(=O)C1CCCN1S(=O)(=O)c1ccc(OC)cc1 (stereo not drawn)	2	9	-1	-7	-15	0	0.4	0.7	10	-10	11
c1ccc(COc2ccc(-c3cc4nc(NCCCn5ccnc5)ccn4n3)cc2)cc1	/	-32	/	-8	-25	42	3.6	-4.1	-218	-9	2
O=C(COC(=O)c1ccco1)NNC(=O)c1ccc(Cl)cc1	/	-24	-8	11	2	6	-0.2	-0.3	8	2	-11
CN1C(=O)NC(c2cccc([N+](=O)[O-])c2)C2=C1CCCC2=O (stereo not drawn)	5	0	-5	-3	-4	-1	-0.1	0.4	9	14	6
CC1CN(C(=O)C(C)OC(=O)c2ccc3ncsc3c2)CC(C)O1 (stereo not drawn)	2	-1	5	11	-6	4	-0.1	-0.3	7	-13	-3
CN(C(=O)COC(=O)c1cc(S(=O)(=O)N2CCCCC2)ccc1Cl)c1ccccc1	2	11	1	-18	7	-11	-0.3	0.1	-3	13	-26
COc1cc(OC)cc(C(=O)NCCNC(=O)c2ccccc2)c1	-3	17	3	1	1	3	-0.1	-1.0	13	13	11
CC1(C(=O)NCc2ccc3c(c2)OCO3)CCN1C(=O)Cc1cccs1 (stereo not drawn)	/	-2	/	7	-2	-1	0.3	-0.5	8	14	-3
Cc1cccc(C)c1N(CC(=O)N1CCN(c2ccccc2F)CC1)S(C)(=O)=O	-2	7	-3	-6	5	8	-0.1	-2.2	14	-3	12
CCSC1=N/C(=C\c2ccccc2)C(=O)N1c1ccc(OC)cc1	1	8	-9	3	-13	-20	0.1	0.0	17	-1	14
C=CCc1ccccc1OCC(O)CN(CC)CC (stereo not drawn)	2	-4	-1	6	-27	5	0.3	-0.8	12	-24	6
O=C(NN=Cc1cccc2ccccc12)C(=O)NN=Cc1cccc2ccccc12	/	51*	0	6	3	-18	-0.3	-0.9	2	19	-24
O=C(c1cccc(F)c1)N1CCCc2ccccc21	4	13	17	11	4	23	-0.1	0.7	13	3	-1

Compounds above containing a Cl atom:
SMILES	NR2E3 ag-1	Peg3 promoter	MITF TRPM1 inh	KKLEB tox	NR2E3 ag-2	TWEAK-Fn14 inh	aDG glyco up	hiPSC survival	HIF-2a inh	Shn3 inh set2	CF NFkB block
O=C(COC(=O)c1ccco1)NNC(=O)c1ccc(Cl)cc1	/	-24	-8	11	2	6	-0.2	-0.3	8	2	-11
CN(C(=O)COC(=O)c1cc(S(=O)(=O)N2CCCCC2)ccc1Cl)c1ccccc1	2	11	1	-18	7	-11	-0.3	0.1	-3	13	-26

(further entries)
SMILES	NR2E3 ag-1	Peg3 promoter	MITF TRPM1 inh	KKLEB tox	NR2E3 ag-2	TWEAK-Fn14 inh	aDG glyco up	hiPSC survival	HIF-2a inh	Shn3 inh set2	CF NFkB block
O=C(NCc1ccc(Cl)cc1)C1CCC(CNc2c(N3CCCCC3)c(=O)c2=O)CC1 (stereo not drawn)	0	25	/	-4	-8	-23	0.0	0.1	11	-21	-27
CCOC(=O)C1CCN(c2nnc(N3CCCC3=O)s2)CC1	-2	-85	-1	0	-32	-16	-0.2	6.5	-34	-31	6
COCCNS(=O)(=O)c1cc(-c2nn(C)c(=O)c3ccccc23)ccc1C	1	7	-2	1	3	1	-0.1	-0.2	-5	13	1
Cc1cc(C(=O)N2CCCC(C(=O)c3ccc(Cl)cc3C)C2)no1 (stereo not drawn)	2	25	6	-12	2	2	0.4	0.5	10	17	34
Cc1ccc(NC(=O)c2ccc(-c3nn(C)c(=O)c4ccccc34)cc2)c(C)c1	-1	-9	5	9	16	15	1.1	1.9	-7	3	-38
CC(=O)Cc1nsc(NC(=O)c2cc(-c3cccc(C(F)(F)F)c3)oc2C)n1	2	8	-2	6	25	9	-0.2	1.9	-4	5	9
CC(C)(C)OC(=O)NCC12C=CC(O1)C1C(=O)N(Cc3ccccc3)C(=O)C12 (stereo not drawn)	-1	22	1	-13	-17	2	-0.2	-2.4	3	0	-6
Cc1ccc(C)c(N2CCN(C(=O)CCc3nc(-c4cccc(Cl)c4)no3)CC2)c1	/	-318	-73	4	-162	17	-0.3	-1.8	-256	-149	0
COc1ccc(SCC(=O)Nc2ccc(N3CCN(C)CC3)c(F)c2)cc1	1	-13	15	-6	1	9	0.2	-0.7	-16	-6	-2
COc1ccc(C(=O)O)cc1S(=O)(=O)NC(C)C12CC3CC(CC(C3)C1)C2 (stereo not drawn)	1	13	6	4	10	3	-0.4	0.4	7	6	17
COc1ccc(C(=O)NC(=O)COC(=O)C2COc3ccccc3O2)cc1 (stereo not drawn)	4	7	1	9	8	11	-0.2	0.8	18	-1	-3
CC(C)Nc1ccc(C(CC(N)=O)NC(=O)c2ccc(Br)cc2)cc1[N+](=O)[O-] (stereo not drawn)	1	9	-42	-29	-10	26	-0.6	-2.5	-6	10	26
O=S1(=O)CCN(Cc2ccccn2)CC1	1	-2	6	-8	-24	28	0.0	2.0	0	-8	3
COc1ccc(C)cc1NC(=O)CN1C(=O)c2cccc3cccc1c23	3	5	11	-6	-3	-13	0.4	-2.2	6	-5	-2
CCOc1ccc(S(=O)(=O)N2CCOCC2)cc1NC(=O)C1=COCCO1	3	10	-7	6	6	9	-0.2	0.3	16	-12	12
Cc1ccc([C@@H]2C[C@H]3[C@@H](CN2S(=O)(=O)c2ccc(C)cc2)C(=O)C[C@@H](c2ccccc2)N3S(=O)(=O)c2ccc(C)cc2)cc1	/	11	/	30	-41	-7	-0.1	-1.8	1	43	-37
Cc1ccc(CNc2cnccn2)cc1	0	-16	-18	1	-22	-7	0.0	-1.8	-55	-7	-1
Oc1ccc(C2=NNC(c3ccc(O)cc3)=NN2)cc1	-1	-10	5	1	-13	-7	-0.1	0.8	7	-9	-8
CC1CC(C)CN(CCCNS(=O)(=O)c2ccc3c(c2)oc(=O)n3C)C1 (stereo not drawn)	/	1	1	16	-15	-3	0.2	-0.5	-1	-14	2
CCCOc1ccc(F)cc1-c1cc(C(=O)Nc2ccc(C(C)C)cc2)[nH]n1	/	27	/	-8	-14	-31	0.5	-1.7	0	16	0
CCOC(=O)C1CCN(S(=O)(=O)c2ccc(-c3cc(C(F)(F)F)n(C)n3)s2)CC1	4	11	/	2	18	5	0.0	-0.2	17	-13	-13
COc1cc(CN(C(=O)c2cccs2)C2CCS(=O)(=O)C2)cc(OC)c1OC (stereo not drawn)	-1	13	7	9	-15	-2	0.1	-0.4	3	-6	-2
CCCN1CCN(C(=O)C2CCN(S(=O)(=O)c3c(C)noc3/C=C/c3ccc(C)cc3)CC2)CC1	-7	12	14	-24	11	-12	2.6	-0.2	-10	2	16
O=C(NCCCN1CCCC1=O)c1ccc2c(=O)n(-c3ccccc3F)c(=S)[nH]c2c1	0	16	12	6	-5	-4	0.1	1.1	-4	-5	2
CC(NC(=O)c1ccc(Br)o1)C1CCCO1 (stereo not drawn)	1	5	0	-6	-4	-5	-0.1	1.3	13	3	8
O=C1NC(c2ccc(Cl)c([N+](=O)[O-])c2)Nc2ccccc21 (stereo not drawn)	2	6	15	-2	-11	13	1.8	1.9	21	-24	24
CCCCNC(=O)c1ccc2c(SCC(=O)O)c3c(nc2c1)CCCC3	0	-130	7	2	-13	-2	-0.4	-1.0	14	-8	1
CSc1ccc(S(=O)(=O)NCC(=O)OCC(=O)N2CC(C)CC(C)C2)cc1[N+](=O)[O-] (stereo not drawn)	-2	5	1	-12	7	-2	0.3	0.6	10	-4	26

Fetched by structure from the entries so far (2):
SMILES	NR2E3 ag-1	Peg3 promoter	MITF TRPM1 inh	KKLEB tox	NR2E3 ag-2	TWEAK-Fn14 inh	aDG glyco up	hiPSC survival	HIF-2a inh	Shn3 inh set2	CF NFkB block
Oc1ccc(C2=NNC(c3ccc(O)cc3)=NN2)cc1	-1	-10	5	1	-13	-7	-0.1	0.8	7	-9	-8
CCOC(=O)C1CCN(S(=O)(=O)c2ccc(-c3cc(C(F)(F)F)n(C)n3)s2)CC1	4	11	/	2	18	5	0.0	-0.2	17	-13	-13
